From PubChem BioAssay
WT yeast gro inh = growth inhibition of WT strain, primary screen, mitochondrial fusion inhibitor project, WT and mutant strains, chemical genetic; mitochondrial fusion phenotypic screen; inhibition, % at 10 µM; 190,000 tested, 2.1% active; AID 1362, 2008; in the data active = inhibition above about 58%; tested in S. cerevisiae
PMI inhibition = human PMI inhibitors, high substrate, primary screen, biochemical, fluorescence intensity, high mannose 6-phosphate (AID 1220). Mannose-6-phosphate isomerase (Homo sapiens). recombinant PMI enzyme, coupled fluorescence intensity; higher % means a stronger effect. inhibition, % at 20 µM, or IC50 in µM where a hit was titrated. 190,000 tested, 0.66% active
Ins promoter up = insulin promoter activators in MIN6 cells, imaging, high-content screening, mouse beta cells. z-score at 5 µM. 190,000 tested, 0.3% active. MIN6 insulin promoter-GFP reporter; hits give high values. AID 1625, 2009;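 active = z-score above 3 at 5 µM with at least 500 cells counted in the well; inconclusive = wells under 500 cells, flagged as cytotoxic or low count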
PMI inhibitors = inhibitors of human PMI, primary screen, biochemical, fluorescence intensity, coupled assay (AID 1209); purified PMI enzyme, coupled fluorescence intensity; higher % means a stronger effect; one-dose inhibition, % at 20 µM; IC50 in µM for titrated hits; 190,000 tested, 0.42% active;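 also: plate controls were DMSO vehicle for no effect and wells lacking substrate for full effect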
MT stabilizer = microtubule stabilizers in HeLa cells, primary screen, imaging, high-content imaging | 200,000 tested, 0.83% active | % tubulin-high responders, % at 10 µM | HeLa tubulin immunostaining HCS, 24 h; share of cells brighter than vehicle mean+2SD;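 active = plate Z-score above 3 for both tubulin-high and condensed-nucleus cell shares, with cell loss under 80%, at 10 µM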;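 also: anti alpha tubulin signal scored within the nucleus-defined area of each cell; some results filed as inactive read as strong as hits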
Yfh1-depleted yeast = enhancers of respiration in Yfh1-depleted yeast, dose response, Friedreich's ataxia, plus single-dose screen (AID 1465). fold induction at 50 µM; hits with a dose series show EC50 in µM. 220,000 tested, 0.074% active. S. cerevisiae Yfh1-off respiration, WST-1 reduction, 72 h; higher fold induction means a stronger effect;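 active = fold induction of absorbance versus untreated yeast above a set limit, then at least 30% activation at any dose in follow-up; inconclusive = repeats straddling the limit, or above it without dose testing; inactive = fold induction below the set limit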;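 also: activators that raise dye reduction in frataxin-depleted yeast; strong numbers were not always called active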
b-catenin transl = modulators of beta-catenin nuclear translocation, primary screen, imaging, HeLa cells, immunofluorescence, high-content; AID 1665, 2009; 190,000 tested, 0.3% active; nuclear translocation activity, % at 5 µM;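 active = nuclear translocation activity above 50% at 5 µM, with a well cell count of 50 or more; inconclusive = wells under 50 cells across six images, flagged as toxic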;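 also: per-cell ratio of nuclear to cytoplasmic median beta-catenin stain intensity; plate controls were DMSO negative control for no effect and GSK-3 inhibitor IX positive control for full effect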
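Test system: human HeLa cell line; Doses: 5 µM primary, 0.02–20 µM confirmation; Incubation: 24 h compound exposure, 37°C; Detection: beta-catenin immunofluorescence imaging with DAPI; Read-out: beta-catenin nuclear/cytoplasmic ratio, % activation.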
Autophagy HCS = autophagy modulators in MEF cells, primary screen, imaging, high-content, MEF GFP-LC3; 190,000 tested, 0.98% active; MEF GFP-LC3 puncta imaging; test concentration mostly 10 µM; calls only at 10 µM (by protocol); AID 463193, 2010;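 active = percentage of spot-positive cells more than 3 SD above its plate mean, without a fluorescence outlier flag or 80% toxicity; inconclusive = no clear call, values can overlap the other calls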;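 also: spot-positive cell cutoff set from DMSO-treated cells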
Dynein transport = inhibitors of GR-EGFP nuclear translocation, primary screen, dynein cargo transport inhibitor project, imaging, high-content, 3617.4 mouse cells; z-score, hits read low; test concentration mostly 20 µM; stimulated with dexamethasone, 1 µM; hits give low values; AID 1381, 2008; 220,000 tested, 0.47% active;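 active = plate z-score of nuclear minus cytoplasmic receptor signal below a set negative limit, without overly bright fluorescence or cell loss, cut at about -3.5 in these data, passing the limit was not always enough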;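 also: z-score of nuclear minus cytoplasmic ring GR-EGFP intensity difference per well; some compounds called inactive have numbers as strong as hits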
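Buffer or medium: tet-free, stripped-serum medium; Also added: dexamethasone, 1.0 µM final; Technique: high-content fluorescence imaging after fixation; Times: 48 h induction, 1 h compound, 30 min dex at 37 °C; Read-out: per-cell GR-EGFP intensity, nucleus versus surrounding cytoplasmic ring, well-averaged.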
WT yeast gro inh mutant strain = second read-out of WT yeast gro inh, no call of its own (marks repeat the call); inhibition, %; mitochondrial fusion phenotypic screen, mutant strain inhibition
Dynein transport cytoplasmic EGFP = also measured in Dynein transport; calls as there; z-score; measured here: cytoplasmic GR-EGFP intensity; hits give high values
Dynein transport nuclear GR-EGFP = also measured in Dynein transport; calls as there; z-score; measured here: nuclear GR-EGFP intensity;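 lower value marks the stronger effect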
Dynein transport cell count = second read-out of Dynein transport, no call of its own (marks repeat the call); z-score; measured here: cell count per field
Ins promoter up cell count = recorded beside Ins promoter up, whose call it bears; cell count; measured here: cytotoxicity, nuclei count;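 total cells summed across four imaged fields per well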
b-catenin transl cell count 5 µM = further read-out of b-catenin transl, marked with its call; cell count; measured here: cell count, cytotoxicity flag
MT stabilizer Hoechst-high % = also measured in MT stabilizer; calls as there; % Hoechst-high responders; measured here: nuclear condensation Hoechst responders;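 share of cells brighter than vehicle mean plus two SD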
MT stabilizer cytotoxicity % = also measured in MT stabilizer; calls as there; toxicity, %; measured here: cytotoxicity by cell density;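 0% = mean cell density of plate MIN control wells and 100% = no cells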
Autophagy HCS cell loss 18 h = further read-out of Autophagy HCS, marked with its call; toxicity, %; measured here: cell loss, nuclei count;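 cell loss after 18 h compound exposure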
Active calls of the source: *; i = inactive; ? = inconclusive; · = not tested or not shown. Rule as the data show it, unless noted: active = inhibition above about 50%; inactive = the rest.

SMILES	WT yeast gro inh	WT yeast gro inh mutant strain	PMI inhibition	Ins promoter up	Ins promoter up cell count	PMI inhibitors	MT stabilizer	MT stabilizer Hoechst-high %	MT stabilizer cytotoxicity %	Yfh1-depleted yeast	b-catenin transl	b-catenin transl cell count 5 µM	Autophagy HCS	Autophagy HCS cell loss 18 h	Dynein transport	Dynein transport cytoplasmic EGFP	Dynein transport nuclear GR-EGFP	Dynein transport cell count
O=C(NCCCl)C1Cc2c(ccc3ccccc23)O1 (stereo unspecified)	2.0	8.8	-9.3%	0.35	1369	-21.6%	6.1	1.6	3.1	i	0.4	1357	i	-33.8	0.916	-0.261	0.595	-0.379
Cc1ccc(-n2cc[nH]c2=S)c(C)c1	-5.2	-7.3	-24.3%	1.29	1194	-16.2%	4.1	2.9	14.9	i	-0.1	1119	i	-9.1	2.24	-0.18	0.613	-0.96
Cc1cc(C)c(S(=O)(=O)Nc2ccc(-c3cn4ccccc4n3)cc2)c(C)c1	22.1	21.3	-3.0%	0.34	652	7.2%	2.7	1.5	5.5	i	-0.4	1081	i	-4.4	1.8	-0.253	1.31	0.169
Cc1ccccc1C(=O)Nc1ccc(S(=O)(=O)Nc2onc(C)c2C)cc1	·	·	·	0.78	1069	·	·	·	·	i	1.0	1377	·	·	1.28	-0.173	1.29	-1.67
COC(=O)c1ccc(OCCOc2ccc(C(=O)OC)cc2)cc1	-7.3	6.1	-0.1%	·	·	3.2%	1.5	1.1	5.0	i	-3.1	925	i	-0.6	-1.04	0.061	-0.202	0.682
O=C(CCl)N(c1ccc(Cl)cc1)c1c[nH]c2ccccc12	14.3	-9.6	-19.0%	?	·	-8.1%	23.0	1.7	55.4	i	-0.4	1062	i	62.3	-5.32*	1.62*	-2.04*	-0.146*
N#Cc1c(-c2ccco2)nc(SCC(=O)Nc2cccc(Cl)c2)[nH]c1=O	-17.0	-32.8	5.8%	0.6	1538	-3.3%	2.0	2.0	7.0	i	-2.1	786	i	-8.8	-0.472	-0.000795	-0.0418	0.767
COc1ccc(C(=O)NNc2ccccc2)cc1OC	44.5	42.7	-115.8%	1.09	1502	-35.1%	1.3	1.3	3.6	i	1.0	908	i	3.1	-0.432	-0.221	-0.617	0.114
Cc1ccc(S(=O)(=O)Oc2ccc(/C=C(/NC(=O)c3ccccc3)C(=O)Nc3ccccc3)cc2)cc1	12.2	5.4	-1.2%	-0.61	925	3.8%	2.1	0.8	8.9	i	-3.6	1422	i	-3.1	0.77	-0.243	-0.705	0.852
CN1CC(=O)N(CC(=O)Nc2ccc(N(C)C)cc2)c2ccccc2C1=O	-10.5	9.7	-2.6%	0.82	959	10.9%	4.0	3.1	7.1	i	1.5	1111	i	0.5	0.124	0.0983	0.242	0.398
COc1cc(C2C3=C(Nc4nc(N)[nH]c(=O)c42)c2ccccc2C3=O)ccc1O (stereo unspecified)	·	·	·	-0.1	983	·	·	·	·	i	-1.0	1258	·	·	0.0807	-0.19	0.48	-0.759
O=C(O)CC1S/C(=N/N=C/C2CC=CCC2)NC1=O (stereo unspecified)	2.9	5.8	2.7%	·	·	6.2%	2.6	2.0	9.3	i	-1.7	1029	i	-16.2	-0.682	-0.293	-0.152	0.751
C=C1CSc2nc3ccccc3c(=O)n21	-6.3	2.5	7.8%	0.28	1113	11.4%	1.4	1.0	9.2	i	1.6	1165	i	-3.0	0.106	0.137	0.359	-0.432
CN(C)c1nc(N)nc(CSc2nnnn2-c2ccc(F)cc2)n1	13.1	1.0	-4.0%	·	·	6.8%	2.1	1.5	8.7	i	·	·	i	-1.0	2.15	-0.0121	1.05	-1.39
Cc1cc(C(=O)CSc2nnc(-c3ccccc3F)o2)c(C)n1Cc1cccs1	18.1	19.3	22.8%	0.49	1161	8.7%	2.8	2.2	3.3	i	-1.6	943	i	6.2	-0.0601	-0.111	-0.128	0.289
Nc1nc(CN2CCN(C(c3ccccc3)c3ccccc3)CC2)nc(Nc2ccccc2)n1	·	·	·	0.18	1058	·	·	·	·	i	0.5	1280	·	·	1.49	-0.129	1.26	-1.91
CC(=O)NC1CC2CCCC(C1)N2C(=O)Nc1ccc(Cl)c(C(F)(F)F)c1 (stereo unspecified)	-3.3	-3.0	-0.4%	0.15	1290	3.0%	1.6	2.3	10.9	i	0.3	1165	i	-1.8	-0.569	-0.169	-0.116	0.231
COc1cccc(NC(=O)COC(=O)Cc2ccccc2[N+](=O)[O-])c1	6.9	-15.8	-13.7%	-0.31	1318	-16.5%	3.9	2.1	12.2	i	8.4	906	i	-0.4	0.164	-0.21	0.144	0.535
CCN(CC)C(=O)C(C)N(C#N)c1nc(Cl)nc(N(C)C)n1 (stereo unspecified)	-19.9	1.6	-1.7%	-0.57	1286	-5.0%	1.9	2.3	7.6	i	-2.0	1084	i	-14.0	-1.3	-0.282	-0.547	0.924
O=C(CN1CCOCC1)N/N=C/C(Br)=C\c1ccccc1	9.8	-8.9	20.8%	-0.33	1548	5.1%	2.6	1.9	13.8	i	-3.1	1008	i	-7.8	0.203	-0.0747	0.0188	0.558

Look-ups from the results shown.
Autophagy HCS cell loss 18 h result of N#Cc1c(-c2ccco2)nc(SCC(=O)Nc2cccc(Cl)c2)[nH]c1=O stands at -8.8
WT yeast gro inh mutant strain result of O=C(CN1CCOCC1)N/N=C/C(Br)=C\c1ccccc1 stands at -8.9

(next part)
SMILES	WT yeast gro inh	WT yeast gro inh mutant strain	PMI inhibition	Ins promoter up	Ins promoter up cell count	PMI inhibitors	MT stabilizer	MT stabilizer Hoechst-high %	MT stabilizer cytotoxicity %	Yfh1-depleted yeast	b-catenin transl	b-catenin transl cell count 5 µM	Autophagy HCS	Autophagy HCS cell loss 18 h	Dynein transport	Dynein transport cytoplasmic EGFP	Dynein transport nuclear GR-EGFP	Dynein transport cell count
COCc1c(C(=O)OC/C(O)=C(\C#N)c2nc3ccccc3[nH]2)oc2ccccc12	-39.9	1.9	23.2%	·	·	12.6%	1.2	2.2	9.8	i	0.6	1487	i	0.8	0.205	-0.226	-0.148	0.0922
CN1C(=O)CSc2ccc(NC(=O)N3CCN(c4ccccc4)CC3)cc21	-7.5	-9.5	0.5%	1.37	1005	1.7%	2.2	2.1	4.2	i	-1.1	1097	i	4.4	-0.27	-0.314	0.0209	-0.268
COc1cc2ccccc2cc1-c1nnc(COc2ccccc2)o1	-2.7	-6.1	3.3%	1.36	868	8.0%	2.1	3.6	9.5	i	·	·	i	-3.6	-0.635	-0.242	-0.216	0.591
COc1ccc([N+](=O)[O-])cc1N(CC(=O)O)S(C)(=O)=O	-10.8	3.9	1.0%	0	1436	0.9%	1.8	2.6	11.0	i	0.9	1533	i	-0.4	-0.209	-0.316	0.205	0.485
COc1cccc(CN2C(=O)C3(C(C#N)=C(N)OC4=C3C(=O)CCC4)c3ccccc32)c1 (stereo unspecified)	-1.1	3.1	7.6%	-2.12	1907	4.4%	4.6	3.0	4.9	i	-0.9	1109	i	-6.7	0.0661	-0.228	-0.0594	0.371
Cn1c(SCC(=O)NC2CCCCC2)nnc1-c1cc2ccccc2o1	·	·	-3.1%	0.07	889	1.9%	2.6	2.7	5.8	i	-0.3	1006	i	-37.6	-1.59	-0.17	-1.05	0.732
CN(CC(=O)NCc1ccccc1Cl)CC(=O)Nc1cccc(F)c1	-5.1	5.9	-3.5%	0.32	1293	-2.9%	2.8	1.4	0.6	i	-2.4	1049	i	17.1	2.14	-0.237	0.974	-0.731
COc1ccc2sc(N3C(=O)C4CC=C(C)CC4C3=O)nc2c1 (stereo unspecified)	-4.2	-5.4	12.2%	-0.18	1962	16.8%	4.0	1.8	5.3	i	-0.3	1060	i	1.2	0.67	-0.111	0.255	-0.967
CCCCCCCSc1nsc(N)n1	65.8*	51.3*	6.4%	0.13	1135	5.0%	2.5	1.6	6.7	i	-0.8	1157	i	-1.2	-0.775	-0.0142	-0.831	-3.32
CC(OC(=O)c1ccc([N+](=O)[O-])s1)C(=O)Nc1ncc(Cl)cc1Cl (stereo unspecified)	7.2	-2.2	8.0%	0.13	1489	15.3%	2.5	2.6	7.0	i	-3.2	1139	i	-3.7	3.22	-0.147	1.41	-1.92
CCOC(=O)c1ccc(NC(=O)CC2SC(=NC)N(C)C2=O)cc1 (stereo unspecified)	0.1	6.1	8.4%	-0.19	1219	10.8%	2.6	2.0	18.5	i	·	·	i	5.6	1.21	-0.133	0.786	0.178
O=C(O)CSc1nc2ccccc2o1	-5.2	1.1	-6.7%	0.6	1213	-5.6%	2.1	2.6	5.8	i	-6.1	924	i	7.3	-0.0835	-0.236	-0.0282	0.63
Cc1ccc(NC(=S)NCCC(c2ccccc2)c2ccccc2)c(C)c1	65.1*	34.6*	15.2%	-0.72	1718	19.7%	2.1	2.2	7.6	?	-0.2	1040	i	-30.1	0.121	-0.177	-0.244	0.0391
Cc1cc(/C=C(/C#N)c2cccc(Cl)c2)c(C)n1C	14.2	16.5	11.1%	0.02	1598	13.4%	1.8	1.6	3.0	·	-0.7	1391	i	40.8	0.0179	-0.151	-0.129	0.203
COc1ccc(NC(=O)CN2CCN(S(=O)(=O)c3ccc(Cl)cc3)CC2)cc1	14.9	21.6	-2.4%	-0.32	1216	5.5%	2.1	2.4	5.7	i	-0.7	1077	i	-6.4	-1.25	-0.237	-0.444	-0.0971
Cc1nn(-c2ccccc2)c2sc(C(=O)NCCN3CCOCC3)cc12	24.0	-4.5	3.7%	1.33	1471	6.2%	4.3	2.8	3.5	i	3.3	841	i	11.1	2.99	-0.208	1.7	-1.43
